APP 5'UTR act: APP 5'UTR luciferase reporter activation. SH-SY5Y APP 5'UTR luciferase reporter, luminescence; zero percent = DMSO vehicle wells. activation, % at 2 µM. 190,000 tested, 1% active;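 active means activation above a set limit, based on mean plus 3 SD of controls, cut at about 140% in these data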; further: values of inactives mirror those of a sister screen read the other way
FLuc act counter: affects firefly luciferase, flagging false hits in luciferase stimulation screens; P08659; ATPlite luciferase biochemical, luminescence, 10 min; 0 = ATP-free wells, 1 = DMSO control; activation factor at 10 µM; 200,000 tested, under 10 active; AID 1027;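 active means luciferase activation factor, scaled between plate controls, of at least 2 with compound at 10 µM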
Target sequence (P08659 whole entry, looked up): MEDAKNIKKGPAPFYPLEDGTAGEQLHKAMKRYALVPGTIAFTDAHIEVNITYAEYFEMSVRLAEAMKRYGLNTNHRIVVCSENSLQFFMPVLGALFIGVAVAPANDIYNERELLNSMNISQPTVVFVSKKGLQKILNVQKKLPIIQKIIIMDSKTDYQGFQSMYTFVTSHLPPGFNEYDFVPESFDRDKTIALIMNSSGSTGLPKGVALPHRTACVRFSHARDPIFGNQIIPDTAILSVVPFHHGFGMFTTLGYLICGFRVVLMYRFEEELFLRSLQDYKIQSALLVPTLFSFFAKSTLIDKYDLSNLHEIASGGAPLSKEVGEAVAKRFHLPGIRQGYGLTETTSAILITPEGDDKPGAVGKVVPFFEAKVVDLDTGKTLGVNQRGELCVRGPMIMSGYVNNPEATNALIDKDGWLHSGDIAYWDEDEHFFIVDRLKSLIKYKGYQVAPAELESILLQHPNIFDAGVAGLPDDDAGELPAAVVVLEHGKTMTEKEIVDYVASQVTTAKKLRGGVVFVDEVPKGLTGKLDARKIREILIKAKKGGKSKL
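assay system = Luciferase/luciferin detection reagent, cell-free biochemical luciferase assay | also added = ATP substrate | times = 10 min post-reagent at room temperature | measured by = luminescence from luciferase reaction | measure = luciferase activation, seen as luminescence increase over controls | benchmarks = low control with PBS replacing ATP, high control enzyme plus ATP without compound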
G6PDH counter: L. mesenteroides G6PDH inhibition counter-screen; Purified L. mesenteroides G6PDH, diaphorase/resazurin coupled fluorescence, 45 min; inhibition, % at 5 µM; 200,000 tested, 0.12% active; AID 1020; in the data active means inhibition above about 50%
NF-kB neuron act: raises NF-kB expression in human neuronal cells; NF-kB reporter expression; hits give high values; fold change at 12.5 µM; 190,000 tested, 1.6% active; AID 1239; in the data active means fold change above about 3.3
STAT1 activator: activators of IFN-gamma induced STAT1 signaling; NIH 3T3 STAT1-luciferase reporter, luminescence; 100% = IFN-gamma alone, no compound; activation (% of control), % at 5.5 µM; 200,000 tested, 2.6% active;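 active means activation above the screen-wide mean activation plus 3 SD, cut at about 130% in these data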;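 further: raw ratio to IFN-gamma control signal so 100% means no change and 0% no light; values of inactives mirror those of a sister screen read the other way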
Hsp70 act: transcriptional activators of Hsp70 | HeLa Hsp70 promoter luciferase reporter, luminescence; scaled: vehicle 0, proteasome-inhibitor control 100% | 200,000 tested, 0.04% active | activation, % at 10 µM;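 active means activation above the mean across all tested compounds plus 3 SD, cutoff set per campaign, cut at about 5.5% in these data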;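 further: 100% = MG132 at 30 µM as the positive control and 0% = DMSO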
APP 5UTR inh: APP translation inhibition. 190,000 tested, 0.82% active. SH-SY5Y APP 5'UTR-luciferase reporter, luminescence. inhibition, % at 2 µM;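 active means inhibition above a set limit, derived from the sample mean plus 3 SD, cut at about 45% in these data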; further: values of inactives mirror those of a sister screen read the other way
FLuc inhib CS: inhibits firefly luciferase, flagging false hits in luciferase inhibition screens; P08659; ATPLite firefly luciferase biochemical luminescence, 10 min; inhibition, % at 10 µM; 200,000 tested, 1.5% active; AID 1006;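 active means inhibition above about 50% when tested at 10 µM, limit read from the data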
Efa HMGR inh: inhibitors of class II HMG-CoA reductase from Enterococcus faecalis. purified E. faecalis HMGR, NADPH absorbance 340 nm kinetic. inhibition, % at 10 µM. 190,000 tested, 0.41% active. AID 1066;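 active means inhibition above a set limit, the median over all tested compounds plus 3 SD, cut at about 9.5% in these data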;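 further: enzyme runs in reverse so mevalonate oxidation gives rising NADPH absorbance; 0% = complete reaction with DMSO and 100% = background rate lacking mevalonate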
Redox H2O2 prof: compounds producing H2O2 with reducing agent – biochemical, NIH compound library profiling, artefact control for MLSCN library redox annotation, primary screen; DTT-dependent redox cycling H2O2, phenol red/HRP absorbance; 100% = 100 µM peroxide control, 0% = buffer; activation, % at 10 µM; 200,000 tested, 0.03% active;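 active means activation of at least 50% relative to the plate's high and low controls in the primary single-dose screen; inactive means activation below 50%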;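 further: compound incubated with DTT at 0.8 mM final as the reducing agent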
Starred values were filed as active, the others as inactive; nt = no result given.

The first two compounds, to show the layout:
SMILES	APP 5'UTR act	FLuc act counter	G6PDH counter	NF-kB neuron act	STAT1 activator	Hsp70 act	APP 5UTR inh	FLuc inhib CS	Efa HMGR inh	Redox H2O2 prof
CCCOc1ccc(C2C(C(=O)OC)=C(C)N=C3SCCC(=O)N32)cc1OCC (centres undefined)	9	1	6	1.1	96	0.0	-9	-2	-1	2.6
Cc1ccccc1NC(=O)C1CC(=O)N(Cc2ccccc2)C1 (centres undefined)	9	1	0	1.1	97	0.2	-9	-2	-3	-1.6

The list itself (from the top)
SMILES	APP 5'UTR act	FLuc act counter	G6PDH counter	NF-kB neuron act	STAT1 activator	Hsp70 act	APP 5UTR inh	FLuc inhib CS	Efa HMGR inh	Redox H2O2 prof
CCCOc1ccc(C2C(C(=O)OC)=C(C)N=C3SCCC(=O)N32)cc1OCC (centres undefined)	9	1	6	1.1	96	0.0	-9	-2	-1	2.6
Cc1ccccc1NC(=O)C1CC(=O)N(Cc2ccccc2)C1 (centres undefined)	9	1	0	1.1	97	0.2	-9	-2	-3	-1.6
O=C(COc1ccccc1Br)NC1CCCC1	13	0.9	0	1.6	121	-0.2	-13	6	1	0.0
COc1ccccc1N(C)S(=O)(=O)c1ccc(C(=O)Nc2ccc3nc(C)sc3c2)cc1	-6	1.1	10	0.45	97	-0.3	6	-5	0	0.1
CCN(CC)C(=O)c1cc(-c2ccc(Br)cc2)on1	74	0.8	4	3.3*	147*	0.2	-74	17	-1	0.0
Cc1ccc(NC(=O)CCc2nc3ccccc3s2)c(O)c1	-4	1	4	0.99	95	-0.5	4	5	-1	-0.4
Cc1ccc(-n2c(C)cc(-c3csc(N)n3)c2C)cc1	6	0.8	9	0.96	96	-0.3	-6	17	-8	0.0
Cc1ccc(OCc2nnc(SC3CCc4ccccc4C3=O)n2C)cc1 (centres undefined)	11	0.9	28	0.99	105	0.0	-11	5	-2	-0.5
Cc1ccc(S(=O)(=O)Nc2ccc(NC(=O)c3cccs3)cc2)cc1	25	1	4	1.1	104	-0.3	-26	-1	1	4.2
O=C(C1CCCO1)N1CCN(c2ccccn2)CC1 (centres undefined)	6	1.1	12	1	104	-0.2	-6	-6	-3	-0.2
CCOc1ccc(N2CC(C(=O)Oc3ccccc3)CC2=O)cc1 (centres undefined)	-7	nt	nt	1.5	101	-0.1	7	nt	1	1.4
CC1CCc2cc(F)ccc2N1C(=O)CCC(=O)O (centres undefined)	5	1	-13	1	98	0.1	-4	-3	-3	-3.1
O=C(c1ccco1)c1n[nH]nc1-c1ccccc1	18	1.1	3	1.1	93	-0.3	-18	-5	-4	1.2
COc1ccccc1CC1(C)NC(=O)N(CC(=O)N2CCc3ccccc3C2)C1=O (centres undefined)	3	1.1	8	1	105	-0.1	-3	-8	-6	-0.4
CC1(C)Cc2c(c(N3CCOCC3)nc3sc4c(NN)ncnc4c23)CS1	-9	1.1	5	0.98	98	-0.1	9	-8	-6	0.4
O=C(N/C(=C\c1cccc([N+](=O)[O-])c1)C(=O)N1CCOCC1)c1ccc([N+](=O)[O-])cc1	0	1	14	0.68	131*	-0.1	0	-3	-4	-0.7
N#CC1=C(N)Oc2c(O)cc3ccccc3c2C1c1ccsc1 (centres undefined)	-5	1	-17	0.54	95	-0.5	5	0	0	0.3
Cc1ccc2nc(NNC(=O)c3ccc(S(=O)(=O)N4CCc5ccccc5C4)cc3)sc2c1	-58	0.9	-2	1.1	113	-0.5	58*	5	-7	0.7
COc1ccc(/C=N/NC(=O)CNc2c(Br)cc(C)cc2Br)c(C(=O)O)c1OC	12	1	8	1.1	95	-0.1	-12	-2	-2	-1.2
FC(F)Sc1ccc(NC(=S)NCc2ccccc2)cc1	6	1	7	1.1	97	-0.3	-6	-4	1	-2.1
Cc1ccc(NC(=O)N2CCc3ccccc32)cc1C	160*	0.1	4	9.2*	93	-0.2	-160	86*	1	-0.4
Cc1ccc(CN2CCN(/N=C\C=C\c3ccccc3)CC2)cc1	-15	1	1	1.1	104	-0.1	15	-2	-4	0.1
CCCCn1c(SCC(=O)Nc2cccc(C)n2)nnc1-c1ccco1	6	1.1	2	0.82	88	-0.2	-6	-6	-3	2.6
COc1ccc(C2CC(c3cccs3)=NN2c2ccccc2)cc1 (centres undefined)	6	1.1	10	1.1	93	-0.5	-6	-5	-1	-0.4
O=C(CSc1ncn[nH]1)c1cc2ccccc2o1	34	0.9	9	1.3	98	-0.2	-34	9	-4	-1.1
O=C(Nc1ccc2nc(-c3ccco3)[nH]c2c1)c1ccco1	16	0.2	11	0.92	108	-0.1	-16	80*	1	0.1
Cc1c(NC(=S)Nc2ccccc2)c(=O)n(-c2ccccc2)n1C	12	1	-2	1.1	95	-0.2	-12	-3	-4	-0.1
NC(=O)c1cc2ccccc2oc1=NCc1ccccc1	0	1.1	6	1.3	98	-0.2	0	-7	-2	0.5
COCCNC(=O)c1ccc2ccccc2n1	3	1	9	1.3	100	-0.1	-3	0	-2	0.8
CC(C(=O)NC(=O)NC1CCCCC1)N1CCN(C(c2ccccc2)c2ccccc2)CC1 (centres undefined)	-4	1.1	3	1	101	-0.5	4	-6	-4	0.6
CCOC(=O)NCc1ccc2c(c1)OCO2	4	1	-3	0.87	101	0.0	-4	0	-3	1.8
COc1ccc(N(CC(=O)Nc2nccs2)S(=O)(=O)c2c(C)nn(C)c2C)cc1	8	1.1	-1	1.1	95	-0.2	-8	-8	1	-0.1
COC(=O)c1c(NC(=O)CN2CCN(c3ccccc3OC)CC2)c2c(C)cccc2n1C	0	1	5	0.95	97	-0.2	0	-3	-1	1.1
c1cnc(N2CCN(Cc3c[nH]c4ccccc34)CC2)nc1	5	1.1	6	1.1	98	0.0	-5	-5	0	0.0
CC(=O)Oc1ccc2oc3c(c2c1)C(=O)CCC3	15	0.9	13	1.1	104	0.3	-15	13	0	1.4
CN(CC(=O)Nc1ccc(Cl)cc1)c1ccc(S(=O)(=O)N2CCCCC2)cc1[N+](=O)[O-]	-2	1.1	-17	0.76	97	1.8	2	-6	0	0.6
S=c1[nH]nc(-c2cccnc2)o1	9	1.1	2	1.2	99	-0.3	-9	-7	0	0.3
Cc1ccc(N2C(=O)C(Cc3ccc(O)cc3)NC2=S)cc1C (centres undefined)	2	1.1	6	1.1	106	-0.3	-2	-8	-1	-0.3
O=C(NC1CCCC1)C1CCCN(S(=O)(=O)c2ccc(-n3cnnn3)cc2)C1 (centres undefined)	12	1.1	6	1.2	98	-0.1	-12	-7	-2	-1.4
COC(=O)c1nn(-c2ccccc2)c(Cl)c1/C=N/OC(=O)c1ccc(Cl)c(Cl)c1	1	1	2	1.1	99	0.0	-1	-3	-3	-1.1
COc1ccc(NC(=O)C2CC(=O)n3cnnc3S2)cc1 (centres undefined)	19	1.1	10	0.99	84	-0.1	-19	-7	-3	0.0
CCOc1ccc(NC(=O)CN(C)c2ccc(S(=O)(=O)N3CCOCC3)cn2)cc1OCC	5	1	6	0.98	94	-0.6	-5	1	-2	-0.1
O=C(c1ccco1)N1CCN=C1SCc1ccc(F)cc1	14	1	-19	1.6	98	-0.3	-14	-4	-5	0.2
CN(C)CCNC(=O)c1ccc(COc2ccc(Cl)cc2Cl)cc1	-7	1	0	0.72	93	-0.1	7	1	-17	1.8
CN1CCC(NC(=S)NC2CC2)CC1	8	1	0	1.1	101	-0.2	-8	2	1	-0.4
CCC(C)NC(=O)COC(=O)c1csc2c1CCCC2 (centres undefined)	-13	1	3	1.1	94	-0.1	13	1	-12	0.5
CCCCC1CCC(c2nc(-c3ccccn3)no2)CC1 (centres undefined)	92	0.6	3	2.4	102	-0.4	-92	36	3	1.9
COCCNS(=O)(=O)c1ccc2c(c1)n(C)c(=O)n2C	nt	1.1	21	0.98	98	0.0	nt	-12	-6	0.8
COCc1cc(C)nc2sc3c(=O)oc(C)nc3c12	7	1	-1	1	102	-0.1	-7	1	-2	0.0
Cc1nc(SCc2ccccc2F)c2cnn(-c3ccccc3)c2n1	23	1.1	0	1.6	120	0.0	-24	-5	-1	0.0
O=C(/C=C/c1ccc(S(=O)(=O)N2CCOCC2)cc1)NC(=S)Nc1ccc(N2CCOCC2)cc1	-1	1.1	2	0.75	99	-0.1	1	-5	4	0.0
COc1cccc(-c2nnn(CCC(=O)O)n2)c1	-1	1	8	1.1	106	-0.2	1	-1	1	0.0
O=C(O)CCC(=O)Nc1nc2nc(-c3ccccc3)cc(-c3ccccc3)n2n1	17	1	3	1	95	-0.2	-17	-2	-8	1.9
CC1=C(C(=O)OCCc2ccccc2)C(c2ccsc2)NC(=O)N1C (centres undefined)	6	1	4	1.2	95	-0.4	-6	-3	-2	-0.1
Cc1ccc(S(=O)(=O)NC(C)(C)CSc2nnc(N)s2)cc1	-12	1.1	-3	1.1	90	-0.2	12	-9	-1	-0.3
C/C(=N\N=C1\NC(=O)CC(C(=O)O)S1)c1cccs1 (centres undefined)	-3	1.1	5	1.6	95	0.0	4	-6	-2	-6.8
CC(=O)Oc1oc(-c2ccccc2)nc1/C=N/c1ccccn1	58	0.9	14	1.3	129*	0.0	-58	9	-5	1.7
O=C(CSc1ncnc2nc[nH]c12)N1CCN(c2ccc(Cl)cc2)CC1	4	1	-1	0.78	90	-0.2	-4	-4	0	-0.6
COc1ccc(-c2noc(COc3ccc(C)c(C)c3)n2)cc1OC	10	1.1	-41	1	100	0.3	-10	-7	-6	1.8
CCOC(=O)C1=C(C)OC(N)=C(C#N)C1c1ccc(C)s1 (centres undefined)	14	1	3	1.4	94	-0.1	-14	1	-2	0.0
Continuation:
SMILES	APP 5'UTR act	FLuc act counter	G6PDH counter	NF-kB neuron act	STAT1 activator	Hsp70 act	APP 5UTR inh	FLuc inhib CS	Efa HMGR inh	Redox H2O2 prof
O=C(COC(=O)c1ccccc1O)Nc1ccc(S(=O)(=O)N2CCCCC2)cc1	9	1	3	0.82	98	-0.2	-9	-4	2	-0.8
COCCCNS(=O)(=O)c1ccc2c(c1)OCCO2	1	1	11	1	87	-0.3	-1	-3	1	-3.3
COc1cc(/C=N/NC(=O)c2cc(C34CC5CC(CC(C5)C3)C4)[nH]n2)ccc1O	11	1	-44	1.3	112	0.1	-11	3	5	2.0
COc1cccc(C(=O)N2C(C(=O)O)CSC2c2ccccc2Cl)c1 (centres undefined)	-15	1	6	1	102	-0.1	14	1	0	-0.4
CCOC(=O)COc1c(/C=N\OC)cc(Cl)cc1OC	-17	1	-3	1.1	97	-0.1	17	-4	-2	-0.5
COC(=O)[C@@H](NC(=O)NC1CCN(Cc2ccccc2)CC1)C(C)C	11	1	-3	1	95	0.7	-11	-3	-2	0.0
Cc1ccc2cccc(N=Cc3c(C)[nH]n(-c4ccccc4)c3=O)c2n1	-2	1	-41	1.1	104	-0.1	2	1	-5	0.9
O=C(CSc1nc2ccccc2n1CC(=O)N1CCOCC1)N1CCCC1	7	1	-5	1.2	102	-0.1	-8	1	3	0.1
O=C(CCCN1C(=O)c2cccc3cccc(c23)C1=O)N1CCN(c2ccccn2)CC1	5	1	16	0.71	100	-0.1	-5	-3	-1	-0.6
